PDI turbidity: inhibitors of human protein disulfide isomerase; PDI insulin aggregation turbidity, A650, 90 min; inhibition, % at 10 µM; 350,000 tested, 0.052% active;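 active means mean inhibition across replicates of 30% or more, whatever share of single replicates reach that level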;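 further: absorbance from insulin aggregation driven by PDI reduction with DTT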
Target sequence (P07237 whole entry, looked up): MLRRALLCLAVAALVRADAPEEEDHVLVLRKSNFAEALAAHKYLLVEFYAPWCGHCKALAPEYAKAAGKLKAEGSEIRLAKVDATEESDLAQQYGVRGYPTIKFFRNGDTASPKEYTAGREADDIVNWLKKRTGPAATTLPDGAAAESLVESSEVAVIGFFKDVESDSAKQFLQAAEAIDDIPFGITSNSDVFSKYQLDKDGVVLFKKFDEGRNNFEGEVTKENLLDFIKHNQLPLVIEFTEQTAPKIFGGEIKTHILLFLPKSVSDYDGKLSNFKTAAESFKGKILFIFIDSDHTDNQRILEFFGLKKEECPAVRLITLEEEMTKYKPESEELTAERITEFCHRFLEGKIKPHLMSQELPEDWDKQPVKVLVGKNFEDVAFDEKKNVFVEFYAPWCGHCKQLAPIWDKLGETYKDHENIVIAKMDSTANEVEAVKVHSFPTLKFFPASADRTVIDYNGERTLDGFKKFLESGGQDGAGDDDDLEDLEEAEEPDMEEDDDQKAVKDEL
NR2E3 ag-1: agonists of human nuclear receptor NR2E3; Q9Y5X4; GST-NR2E3/biotin-RetCOR TR-FRET, 1536-well; inhibition of corepressor binding, % at 4.78 µM; 320,000 tested, 0.12% active; AID 2300;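 active means percent inhibition above the cutoff of mean plus 3 SD of all tested compounds, set per screening campaign, cut at about 20% in these data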;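 further: 0% = DMSO wells and 100% = biotin wells as full block of FRET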
Target sequence (Q9Y5X4 whole entry, looked up): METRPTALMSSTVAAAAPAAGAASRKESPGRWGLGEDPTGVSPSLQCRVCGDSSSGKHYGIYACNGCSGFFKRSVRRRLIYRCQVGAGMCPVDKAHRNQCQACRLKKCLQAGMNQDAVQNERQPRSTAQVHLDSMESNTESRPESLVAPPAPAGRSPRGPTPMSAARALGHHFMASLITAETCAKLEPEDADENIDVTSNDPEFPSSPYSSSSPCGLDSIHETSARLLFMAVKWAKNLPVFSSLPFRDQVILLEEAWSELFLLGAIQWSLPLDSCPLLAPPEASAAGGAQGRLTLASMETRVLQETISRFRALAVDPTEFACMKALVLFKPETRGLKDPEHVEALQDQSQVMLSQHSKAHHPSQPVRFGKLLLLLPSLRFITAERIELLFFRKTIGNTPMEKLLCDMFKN
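Assay system: NR2E3–RetCOR corepressor complex. Quantity: 1.35 nM GST-NR2E3. Buffer or medium: pH 7.5 Tris-based buffer. Reagent: biotinylated RetCOR corepressor at 7 nM final. Schedule: 5 h at 4 °C. Detection: TR-FRET, emission read at 617 and 671 nm. Replicates: one well per compound, singlicate testing.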
hiPSC survival: increases survival of single human iPS cells. AID 602274. hiPSC single-cell survival, ATPlite luminescence; 100% = ROCK inhibitor wells, 0% = DMSO. 360,000 tested, 0.044% active. survival enhancement, % at 20 µM; in the data active means survival enhancement above about 18%;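 further: cells exposed to compounds for 16 hours before the ATP read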
TRPM1 prom inh: reduces MITF-dependent TRPM1 promoter luciferase signal; inhibition, % at 12.5 µM; 330,000 tested, 0.83% active; SK-MEL-5 TRPM1 promoter luciferase, 24 h;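 active means mean inhibition across replicates of 60% or more, whatever share of single replicates reaches that level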; further: values of inactives mirror those of a sister screen read the other way
HIF-2a block: HIF-2a inhibition; 360,000 tested, 0.72% active; inhibition, % at 18.8 µM; 786-0 RCC cells HIF-2a reporter, luciferase luminescence, overnight; AID 624352;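 active means inhibition of the luminescence signal of 40% or more relative to plate controls, in a single-dose primary screen at 18.75 µM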
Shn3 inh set2: reduces Shn3 3'UTR luciferase signal in osteoblasts | Clone20 osteoblast Shn3 3'UTR firefly luciferase, 24 h | inhibition, % at 12.5 µM | 360,000 tested, 0.52% active | AID 588674;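 active means mean inhibition of at least 75% with every replicate also reaching 75%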;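 further: 0% = median of neutral control wells and 100% = pilot-screen positive control compound; some compounds past the cut are filed as inactive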
HTR2A ag: agonists of mouse serotonin 5-HT2A receptor (HTR2A) | P35363 | CHO-K1 mHTR2A beta-arrestin complementation, luminescence; percent of 30 µM serotonin response | 360,000 tested, 0.66% active | AID 624169 | activation, % at 7.6 µM;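 active means activation above a run cutoff, the mean activation of all tested compounds plus 3 SD, cut at about 14% in these data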;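 further: 0% = plate median of compound wells and 100% = 30 µM serotonin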
H9c2 protect: modulators protecting cardiomyocytes from myocardial damage. H9c2 cardiomyocytes, H2O2 injury protection, ATPLite, 2 h. protection from H2O2 cell death, % at 20 µM. 360,000 tested, 0.63% active. AID 588492;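 active means compounds giving at least 50% protection of heart cells from peroxide-induced death in the single-dose screen, raw or plate-pattern-corrected value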;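 further: 0% = DMSO wells with peroxide and 100% = DMSO wells without peroxide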
CaV13 FRET inh: Disruptors of the CACNA1D IQ motif to Ca2+-dependent inactivation inhibitor domain association, primary screening, Förster resonance energy transfer in intact living … | inhibition, % at 12.3 µM | AID 743397 | 340,000 tested, 0.098% active | HEK cells, CFP/YFP FRET ICDI-IQ, plate reader, 10 min; percent FRET-ratio fall versus neutral wells;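 active means mean replicate inhibition of at least 30% and at least 1% of replicates passing that level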;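 further: 0% = median of the neutral control wells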
NR2E3 ag-2: human photoreceptor-specific nuclear receptor agonism | CHO-S Gal4-NCOR/VP16-NR2E3 two-hybrid, luciferase | inhibition of corepressor binding, % at 3.98 µM | 360,000 tested, 0.35% active | AID 602229;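 active means inhibition above the mean of all tested compounds plus 3 SD, cut at about 70% in these data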;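 further: 0% = DMSO with NR2E3 transfected cells and 100% = cells lacking NR2E3 construct; higher means lower luciferase signal from less NR2E3 corepressor binding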
Peg3 promoter: Peg3 promoter activity inhibition; HeLa PEG-Prom luciferase reporter, luminescence, overnight; inhibition, % at 20 µM; 360,000 tested, 1.7% active; AID 588405;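 active means inhibition of at least 50% at 20 µM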
Active calls of the source: *; · = not tested or not shown.

SMILES	PDI turbidity	NR2E3 ag-1	hiPSC survival	TRPM1 prom inh	HIF-2a block	Shn3 inh set2	HTR2A ag	H9c2 protect	CaV13 FRET inh	NR2E3 ag-2	Peg3 promoter
Nc1cc(=O)[nH]c(SCC(=O)Nc2ccc(Cl)c(Cl)c2)n1	-3	0	2.2	-7	7	-9	0	-3	-6	-2	1
COCCC(=O)NNS(=O)(=O)c1ccc(Cl)cc1	12	0	-0.5	10	18	-4	-3	-2	-5	-1	10
Cc1cc(C)c(S(=O)(=O)NC2CC3CCC2C3)c(C)c1 (stereo not drawn)	10	-3	-1.0	-1	14	-5	2	-10	-2	-26	28
CCCCNS(=O)(=O)c1ccc2nc(SCC(=O)Nc3ccccc3Cl)[nH]c2c1	0	0	-1.9	17	4	6	-4	-17	-6	-10	3
O=C(COc1cccc2cccnc12)N/N=C1\SCC(=O)N1Cc1ccco1	-1	0	8.4	-2	10	2	-1	16	·	-10	6
COc1ccccc1N/C(N)=N/c1nc(C)cc(C)n1	10	0	1.2	-9	9	18	-4	-7	0	5	10
CN1CCSc2ccc(C(=O)NCc3cccc(Br)c3)cc21	·	0	-0.2	·	-47	-2	-1	0	-7	-14	-41
Cc1noc2ncnc(Oc3ccc(C(C)(C)C)cc3)c12	8	3	-0.5	4	-5	-3	-6	-8	6	-3	-19
O=C(COc1ccc(-n2cnnn2)cc1)Nc1ccc(F)cc1	-36	·	-0.6	-3	-3	13	-5	-2	-6	-7	-3
NC(=O)c1sc2cc(C(F)(F)F)cnc2c1-c1cccs1	3	-1	-0.6	3	1	-1	-3	6	·	-19	-4
CC1=NN(C(C#N)c2ccccc2)C(c2ccccc2)C1 (stereo not drawn)	5	-2	-0.9	9	12	2	3	2	17	5	2
COc1cc(C=C(C#N)c2ccc([N+](=O)[O-])cc2)ccc1O	-6	·	-2.6	·	-107	-11	-10	-6	-19	-82	-72

Overlap with the part before: three compounds, then new ones.
SMILES	PDI turbidity	NR2E3 ag-1	hiPSC survival	TRPM1 prom inh	HIF-2a block	Shn3 inh set2	HTR2A ag	H9c2 protect	CaV13 FRET inh	NR2E3 ag-2	Peg3 promoter
NC(=O)c1sc2cc(C(F)(F)F)cnc2c1-c1cccs1	3	-1	-0.6	3	1	-1	-3	6	·	-19	-4
CC1=NN(C(C#N)c2ccccc2)C(c2ccccc2)C1 (stereo not drawn)	5	-2	-0.9	9	12	2	3	2	17	5	2
COc1cc(C=C(C#N)c2ccc([N+](=O)[O-])cc2)ccc1O	-6	·	-2.6	·	-107	-11	-10	-6	-19	-82	-72
CC(=O)Nc1ccc(N=Cc2c(O)ccc3ccccc23)cc1	2	4	-0.6	5	22	9	0	13	-9	-26	7
CC1CCCCC12NC(=O)N(CC(=O)NCCc1ccccn1)C2=O (stereo not drawn)	3	1	0.8	-3	11	7	-1	8	-6	-3	24
CC(/C=C/c1ccccc1)=N/NC(=O)Cn1nnc(N)n1	7	-1	-0.2	·	4	-126	0	-3	-20	-21	7
O=C1Nc2ccc(S(=O)(=O)N(CCO)CCO)c3cccc1c23	10	·	0.5	-13	14	5	4	-1	-5	-27	11
CCC(C(=O)NC(C)(C)C)N(C(=O)c1ccc(Cl)nc1)C1CCCC1 (stereo not drawn)	1	-2	-0.3	-4	8	-17	12	-2	-2	-8	23
NC1=NS(=O)(=O)NC1c1cccc(Cl)c1 (stereo not drawn)	1	1	6.3	10	16	0	6	-1	-5	4	6
CCOc1ccccc1C(=O)NCC(=O)NNC(=O)c1cccc(S(=O)(=O)Nc2ccc(OC)cc2)c1	-8	7	0.3	-3	-3	-2	-1	5	-6	-11	-3
COc1ccc(S(=O)(=O)N2CCCCCC2)cc1C(=O)N(C)CCOc1ccc(Cl)cc1	-1	2	-0.1	18	4	50	-10	-13	-2	20	25
CCC(=O)Nc1ccc(C(=O)CSc2nnc(-c3ccccc3F)n2CCc2ccccc2)cc1	-6	2	-0.6	15	17	2	7	13	-5	11	6
Cc1cn2c(=O)c(C(=O)N3CCN(c4ccccc4F)CC3)cnc2s1	-3	-1	0.2	0	-72	-23	11	4	-5	15	-4
O=C(Nc1ccc2nn(-c3ccccc3)nc2c1)c1ccc2c(c1)OCCO2	1	-1	-1.7	-14	-51	-11	-2	12	-4	-116	-28
Cc1ccc2c(c1)nnn2C1CCN(C(=O)C2CCCCC2)CC1	4	0	4.1	-12	3	2	4	-9	-4	11	12
CN1CCc2c(sc3c2C(=O)NC(/C=C\c2ccccc2)N3)C1 (stereo not drawn)	11	-1	-0.6	·	9	-31	8	2	-6	-6	-11
COc1ccc(N2CCN(C(=O)CN3c4cccc5cccc(c45)S3(=O)=O)CC2)cc1	-3	·	-0.5	7	-8	15	1	0	-1	-19	5
CSc1ccccc1C(=O)Nc1cc(C)ccc1C	-3	0	1.7	7	2	12	0	1	-16	11	7
O=C(O)CNC1=NCCCCC1	-3	-5	1.1	-3	20	-7	5	0	-9	10	-2
CCN1C(=O)N(S(=O)(=O)c2ccc(C)cc2)[C@@H](c2ccccc2)C(C(=O)OC)=C1C	7	0	-2.9	11	6	9	-2	13	-7	2	26
CCc1cccc2c(C(=O)CN3C(=O)NC4(CCCCC4)C3=O)c[nH]c12	-3	·	-0.8	-74	15	12	-2	6	-5	-2	12
C/C(=N\NC(=O)CSc1ncccn1)c1ccc2c(c1)OCCO2	-2	1	-1.0	5	-14	3	-2	10	·	-22	-31
Cc1nn(C)cc1NC(=O)CC12CC3CC(CC(C3)C1)C2	6	2	-1.9	5	21	1	1	15	-6	-5	-5
COc1ccc(C(c2nnnn2Cc2cccs2)N2CCN(c3ccc(F)cc3)CC2)cc1OC (stereo not drawn)	1	3	-1.1	-7	25	20	-9	12	-4	-25	14
CCN(C(=O)COC(=O)c1cc(=O)c2ccccc2o1)c1c(N)n(Cc2ccccc2)c(=O)[nH]c1=O	2	-4	0.7	-5	-15	4	-6	0	-1	-12	-13
O=C(CCCN1C(=O)c2ccccc2C1=O)Nc1c(C(=O)C2CC2)oc2ccccc12	·	2	3.0	13	6	-6	4	-1	-5	-5	0
O=C(CCCn1c(=O)c2sccc2n(CC(=O)NCc2ccco2)c1=O)NCc1ccco1	0	5	-1.0	2	2	0	1	4	-4	8	4
COC(=O)c1ccc(CSc2nc3ccccc3c(=O)n2N)cc1	1	0	-0.1	-8	-17	-2	-1	-9	-3	-8	-6
O=S(=O)(Nc1ccc2nc(N3CCOCC3)sc2c1)c1ccccc1	-1	·	-0.1	-73	-221	-97	2	-4	-6	-46	-221
COc1cccc(NC(=O)CCNC(=O)Cn2ccc3ccccc3c2=O)c1	-8	2	-2.5	8	4	-9	4	-2	·	-3	-8
O=C(COc1ccc(Cl)cc1)NCc1nnc(SCC(=O)NCC2CCCO2)o1 (stereo not drawn)	0	5	0.2	0	10	6	0	2	-18	0	8
CCCc1ccc2oc(C(=O)NCCN3CCCC(C(N)=O)C3)c(C)c2c1 (stereo not drawn)	4	-3	-0.3	-7	-13	-13	-8	4	-3	1	-8
CC(=O)Nc1ccc2nc(-c3ccccn3)[nH]c2c1	9	-1	-1.7	-38	-162	-61	2	-22	-5	-82	-177
O=c1cc(CN2CCC3(CC2)OCCO3)c2c(ccc3ccccc32)o1	8	2	0.8	7	13	23	1	5	-5	1	23
CCNc1nc(OC)nc(N2CCC(Cc3ccccc3)CC2)n1	2	-2	-1.1	-22	16	30	-1	-17	-5	11	-68
COc1cc(/C=N/NC(=O)COc2c(C)cc([N+](=O)[O-])cc2C)ccc1OC(=O)c1ccccc1Br	2	-2	0.4	-2	8	-4	3	-3	-6	8	-1
N#CC1=C(N)Oc2cc(N)ccc2C1C1CC=CCC1 (stereo not drawn)	12	-2	1.3	8	6	11	5	3	-2	3	20
O=C1C2CCCCN2C(=O)N1CCN1CCN(c2ccc([N+](=O)[O-])cc2)CC1 (stereo not drawn)	16	3	0.1	4	13	-8	-2	-13	·	-13	14
CC(C)C(=O)N1CCN(c2ccccc2NC(=O)c2cc([N+](=O)[O-])ccc2N2CCOCC2)CC1	-4	4	-0.3	-1	22	21	-3	21	6	-6	17
Cc1ccc(N(CC(=O)Nc2ccc(Br)c(C)c2)S(=O)(=O)c2c(C)[nH]c(=O)[nH]c2=O)cc1	-1	1	0.9	7	11	-4	-8	-2	-3	-9	5
O=C(CN1CCc2ccccc2C1)c1cccs1	8	-1	1.1	-13	-41	-28	1	41	0	-51	-28
CCN(CC)c1ccc(/C=N\NC(=O)c2cccc3cc[nH]c23)cc1	-3	3	0.3	-7	-99	9	-7	3	-28	-59	-41
COC(=O)CC/C(O)=C1\C(=O)CC(C)(C)CC1=Nc1ccccc1OC	0	1	-0.4	-5	20	12	5	13	-4	-8	20
CSc1ccc(Cn2nnc(C(=O)NCCc3ccc(Cl)cc3)c2N)cc1	-4	-1	0.5	-7	9	15	-1	-7	-1	-22	31
Nc1nc(-c2ccccc2)c(-c2ccccc2)o1	0	4	1.0	-2	-5	19	5	4	-4	0	-3
Cc1nnc(SC(=O)N2c3ccccc3Sc3ccccc32)s1	-6	4	-2.2	76*	19	62	-9	-9	-5	12	99*
CCOP(=O)(c1ccccc1)c1nc(-c2ccc(F)cc2)oc1N1CCCCC1 (stereo not drawn)	5	0	-2.6	5	20	26	-3	-6	-3	-19	16
CCCCC(=O)Nc1nc(-c2ccc(S(=O)(=O)N3CCOCC3)cc2)cs1	5	-2	0.4	14	13	8	0	-6	-6	19	22
COCCCNc1nc2c(c(=O)[nH]c(=O)n2C)n1CC(O)COc1ccccc1 (stereo not drawn)	-7	-2	3.5	-1	12	-3	-3	-5	-3	2	1
COc1ccc2c(c1OC)C(=O)OC2N1C(=O)CC[C@H]1C(=O)NCC1CCCO1 (stereo partly drawn)	·	4	-1.9	11	5	-10	-3	-2	·	-11	-1
COc1ccc(CC(=O)O/N=C(\N)Cc2cccc3ccccc23)cc1	7	-2	1.4	15	2	2	-4	2	1	-20	11
O=C(CNC(=O)c1ccccc1)OCC(=O)c1ccccc1Cl	-2	3	-0.2	9	6	6	-4	3	·	-12	14
Cc1cc2c(cc1C)NC1=C(N2)OC(c2cccc(O)c2)C1=O (stereo not drawn)	-5	-2	-0.2	3	-35	-8	0	4	-19	-39	-7
Cc1cc(NC(=O)CSc2nnc(-c3ccc4c(c3)OCCO4)o2)no1	7	4	-4.4	2	-38	·	0	-10	-1	-78	-65
COCCCNC(=O)CC1C(=O)N(Cc2ccccc2)C(C)c2nc3ccccc3n21 (stereo not drawn)	3	1	4.5	-15	6	1	1	0	1	-2	-5
